NSD2 HMT inh: NSD2 (human) methyltransferase inhibition | O96028 | NSD2 peptide methylation, AlphaScreen, 120 min | inhibition, % at 12.5 µM | 310,000 compounds, 0.54% hits | AID 743445; in the data active = inhibition above about 50%
HTR5A ag: activates human HTR5A in OPRM1-OPRD1 agonist counter-screen. P47898. HTR5A agonist assay, luminescence, cell-based. 340,000 compounds, 0.61% hits. activation, % at 9.3 µM; in the data active = activation mostly above about 9.5%, no sharp cut-off; inactive = mostly below about 7.6%;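 also: 0% = cells with vehicle only and 100% = reference agonist; strong numbers were not always called active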
Target sequence (P47898 whole entry, looked up): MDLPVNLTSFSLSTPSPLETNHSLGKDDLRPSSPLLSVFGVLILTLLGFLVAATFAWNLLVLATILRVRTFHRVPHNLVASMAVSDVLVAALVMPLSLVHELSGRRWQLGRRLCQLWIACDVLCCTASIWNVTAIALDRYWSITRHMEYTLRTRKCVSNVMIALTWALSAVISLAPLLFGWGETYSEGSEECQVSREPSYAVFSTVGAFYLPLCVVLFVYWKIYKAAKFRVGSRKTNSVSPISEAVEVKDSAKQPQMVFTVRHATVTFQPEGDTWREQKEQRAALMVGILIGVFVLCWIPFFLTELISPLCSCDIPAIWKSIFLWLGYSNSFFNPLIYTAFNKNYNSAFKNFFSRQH
V-ATPase pHluor: regulators of yeast V-ATPase proton transport; 350,000 compounds, 0.37% hits; S. cerevisiae, pHLuorin cytosolic pH fluorescence; AID 504577; response, % at 10 µM; in the data active = response mostly above about 7.3%, no sharp cut-off; inactive = mostly below about 5.4%; also: actives read high; inactives centre near 0; some compounds called inactive have numbers as strong as hits; reference of the scale not given here
MITF act: activators of MITF-driven TRPM1 promoter activity in SK-MEL-5 cells. SK-MEL-5 TRPM1-promoter luciferase, 24 h; % of positive control, neutral wells = 0. activation, % at 12.5 µM. 300,000 compounds, 0.75% hits;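 active = mean activation of at least 80% with every replicate also reaching 80%; inconclusive = mean reaches 80% but some replicate falls short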;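 also: 0% = neutral control wells and 100% = parthenolide positive control wells; values of inactives mirror those of a sister screen read the other way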
SR-BI HDL uptake: mouse SR-BI HDL lipid transfer inhibition; ldlA[mSR-BI] CHO cells, DiI-HDL uptake fluorescence, 3 h; inhibition, % at 12.5 µM; AID 488896; 320,000 compounds, 0.96% hits; Q61009;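 active = mean replicate inhibition of at least 70% and a set share of replicates each scoring 70 or more; inconclusive = meets just one of the two criteria; inactive = fails both criteria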;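 also: 0% = median of neutral control wells and 100% = median of positive control wells; values of inactives mirror those of a sister screen read the other way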
HTR5A inv ag: inverse agonist of human HTR5A in OPRM1-OPRD1 counter-screen. P47898. HTR5A cell line, luminescence, inverse agonism. inhibition, % at 9.3 µM. 340,000 compounds, 0.083% hits. AID 504634; in the data active = inhibition mostly above about 23%, no sharp cut-off; inactive = mostly below about 18%;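 also: 0% = cells with DMSO and 100% = no-cell wells with DMSO; some compounds called inactive have numbers as strong as hits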
PvdQ acylase: blocks Pseudomonas aeruginosa PvdQ acylase activity; 340,000 compounds, 0.063% hits; inhibition, % at 10 µM; AID 488965; purified PvdQ acylase, fluorescence plate reader; in the data active = inhibition above about 30%, passing the limit was not always enough; inconclusive = no clear call, values can overlap the other calls;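 also: 0% = vehicle neutral wells and 100% = reference inhibitor wells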
dFosB act: activators of mouse delta FosB homodimer | activation, % at 25 µM | 340,000 compounds, 0.99% hits | P13346 | purified delta FosB, TAMRA-CDK5 oligo fluorescence polarization; percent of positive-control signal above neutral wells;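 active = mean activation above about 17%, with every replicate also reaching it, limit read from the data, passing the limit was not always enough; inconclusive = only one of the two conditions met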;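 also: fluorescence polarization rise as delta FosB binds a TAMRA Cdk5 AP-1 oligo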
CDK5 inh: inhibitors of human CDK5/p35 kinase | Q00535+Q15078 | Recombinant CDK5/p35, ADP-Glo luminescence, 60 min | inhibition, % at 10 µM | 330,000 compounds, 0.01% hits;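 active = highest replicate inhibition of at least 50% and at least 75% of replicates reaching 50%; inconclusive = only one of the two criteria met; inactive = both criteria failed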;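 also: plate controls were DMSO neutral control for no effect and GW8510 at 10 µM for full effect; many of its hits are not listed in these tables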
Target sequence (Q00535 whole entry, looked up): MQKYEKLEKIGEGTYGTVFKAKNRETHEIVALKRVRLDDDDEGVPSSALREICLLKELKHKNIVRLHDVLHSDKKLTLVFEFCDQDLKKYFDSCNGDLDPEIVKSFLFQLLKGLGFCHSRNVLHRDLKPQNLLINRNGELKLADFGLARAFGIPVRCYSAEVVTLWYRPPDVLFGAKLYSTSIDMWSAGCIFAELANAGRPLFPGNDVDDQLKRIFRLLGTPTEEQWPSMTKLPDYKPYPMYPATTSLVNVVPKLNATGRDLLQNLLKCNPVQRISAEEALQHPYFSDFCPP
Target sequence (Q15078 whole entry, looked up): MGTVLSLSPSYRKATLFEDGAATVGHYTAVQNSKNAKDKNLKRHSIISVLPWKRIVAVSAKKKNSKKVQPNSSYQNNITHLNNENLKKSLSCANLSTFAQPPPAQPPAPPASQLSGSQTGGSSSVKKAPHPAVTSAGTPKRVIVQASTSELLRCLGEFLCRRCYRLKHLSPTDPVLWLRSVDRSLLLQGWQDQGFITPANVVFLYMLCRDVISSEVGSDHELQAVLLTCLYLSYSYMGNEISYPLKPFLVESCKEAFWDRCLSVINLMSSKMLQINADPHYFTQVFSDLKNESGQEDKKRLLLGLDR
Wnt bcat act: Wnt/beta-catenin pathway activation; Wnt/beta-catenin reporter cell assay, activator, plate reader; activation, % at 9.35 µM; 300,000 compounds, 1.2% hits; AID 743398; in the data active = activation above about 30%, passing the limit was not always enough; inconclusive = no clear call, values can overlap the other calls;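 also: 0% = neutral control wells and 100% = positive control wells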
The depositor's hits bear a star.

O=C(NCC1CCCO1)c1cc(C(=O)C2CCCCC2)c[nH]1 (centres undefined) was read as NSD2 HMT inh -2, HTR5A ag 0, V-ATPase pHluor -4, MITF act 7, SR-BI HDL uptake -11, HTR5A inv ag 1, PvdQ acylase -3, dFosB act -5, CDK5 inh 1.0 and Wnt bcat act 0.
Screening COc1ccccc1NC(=O)c1c(C)nn(-c2ccccc2)c1Cl returned NSD2 HMT inh -8, HTR5A ag -2, V-ATPase pHluor 3, MITF act 0, SR-BI HDL uptake 55, HTR5A inv ag 9, PvdQ acylase -11, dFosB act -9, CDK5 inh 0.8 and Wnt bcat act 0.
`O=C(NNC(=O)c1ccccc1-n1cccc1)c1ccccc1` gave NSD2 HMT inh 0, HTR5A ag 6, V-ATPase pHluor 2, MITF act 3, SR-BI HDL uptake -13, HTR5A inv ag 7, PvdQ acylase 4, dFosB act 3 and CDK5 inh 0.3.
For Cc1csc(NC(=O)CCc2c(C)nc3cc(-c4ccc(Cl)cc4)nn3c2C)n1 the results were HTR5A ag 6, V-ATPase pHluor 3, MITF act -56, SR-BI HDL uptake 49, HTR5A inv ag -17, PvdQ acylase -9, dFosB act -3, CDK5 inh -0.4 and Wnt bcat act -2.
`O=C(CSc1nc2ncccc2[nH]1)Nc1ccc2c(c1)OCCO2` gave HTR5A ag 0, V-ATPase pHluor 1, MITF act 19, SR-BI HDL uptake -6, HTR5A inv ag 3, PvdQ acylase -32, dFosB act -8 and CDK5 inh -1.8.
CC1CCN(c2ccc3c(c2)S(=O)(=O)c2cccc(C(=O)NCc4ccc(F)cc4)c2C3=O)CC1 was read as HTR5A ag 5, V-ATPase pHluor -5, SR-BI HDL uptake 21, HTR5A inv ag -14, PvdQ acylase 3, dFosB act -3, CDK5 inh -0.3 and Wnt bcat act 7.
CSc1ccc(NC(=O)c2cccnc2)cc1C#N was read as NSD2 HMT inh -2, HTR5A ag 3, V-ATPase pHluor -2, MITF act 26, SR-BI HDL uptake 10, HTR5A inv ag 4, PvdQ acylase -16, dFosB act -1, CDK5 inh -2.1 and Wnt bcat act 0.
`COc1cc(OC)cc(C(=O)N(Cc2cc3cc(C)ccc3[nH]c2=O)C(C)C)c1` gave NSD2 HMT inh 5, HTR5A ag 5, V-ATPase pHluor 2, MITF act -4, SR-BI HDL uptake -2, HTR5A inv ag -13, PvdQ acylase -15, dFosB act -8, CDK5 inh 0.5 and Wnt bcat act -1.
CC(=O)c1c[nH]c(C(=O)NCC2CCCO2)c1 (centres undefined) was read as NSD2 HMT inh 1, HTR5A ag 4, V-ATPase pHluor 8, SR-BI HDL uptake -39, HTR5A inv ag 11, PvdQ acylase -14, dFosB act -4, CDK5 inh 0.3 and Wnt bcat act -3.
`CC(C)NC(=O)c1cc2c(s1)CCCC2` gave NSD2 HMT inh -4, HTR5A ag 2, V-ATPase pHluor 2, MITF act 15, SR-BI HDL uptake -2, HTR5A inv ag -8, PvdQ acylase -11, dFosB act 0, CDK5 inh -4.3 and Wnt bcat act 18.
`CC(=O)N1CCC(=O)N(C(C)C)c2ccccc21` gave NSD2 HMT inh -11, HTR5A ag 1, V-ATPase pHluor -2, MITF act -2, SR-BI HDL uptake -12, HTR5A inv ag 9, PvdQ acylase 16, dFosB act -3 and CDK5 inh 0.9.
Cc1csc(NC(=O)CSc2nnc(-c3cc(C)on3)o2)n1 was read as NSD2 HMT inh -2, HTR5A ag 1, V-ATPase pHluor 4, MITF act 1, SR-BI HDL uptake -8, HTR5A inv ag -3, PvdQ acylase 8, dFosB act 7, CDK5 inh -1.3 and Wnt bcat act 2.
For Nc1nonc1-n1nnc(C(=O)N/N=C/c2cccc(Cl)c2Cl)c1CN1CCCC1 the results were NSD2 HMT inh 1, HTR5A ag 8, V-ATPase pHluor 0, MITF act -5, HTR5A inv ag -1, PvdQ acylase -11, dFosB act inconclusive, CDK5 inh -1.0 and Wnt bcat act -7.
O=C(COC(=O)c1ccc([N+](=O)[O-])o1)c1ccccc1 was read as NSD2 HMT inh -1, HTR5A ag 1, V-ATPase pHluor 1, MITF act 2, SR-BI HDL uptake 22, HTR5A inv ag 12, PvdQ acylase -13, dFosB act 3, CDK5 inh -2.2 and Wnt bcat act 1.
For COc1ccc(OC)c2c1CC(C)(C)NC2=O the results were HTR5A ag -3, V-ATPase pHluor -3, MITF act -7, SR-BI HDL uptake -18, HTR5A inv ag 7, PvdQ acylase 10, dFosB act 0, CDK5 inh -0.3 and Wnt bcat act 0.
For Cc1ccc(S(=O)(=O)NCCSc2ncccn2)cc1 the results were NSD2 HMT inh -1, HTR5A ag 2, V-ATPase pHluor 0, MITF act -6, SR-BI HDL uptake -13, HTR5A inv ag 7, PvdQ acylase -4, dFosB act 3, CDK5 inh 0.2 and Wnt bcat act -1.
`Fc1ccc(CSc2ccc3nnc(-c4cccnc4)n3n2)cc1` gave NSD2 HMT inh -1, HTR5A ag 1, V-ATPase pHluor 1, MITF act 11, SR-BI HDL uptake 2, HTR5A inv ag -3, PvdQ acylase -10, dFosB act -7, CDK5 inh 1.1 and Wnt bcat act 2.
`Clc1ccc(CNc2ncnc3[nH]ncc23)cc1Cl` gave NSD2 HMT inh -4, HTR5A ag -2, V-ATPase pHluor -3, MITF act -1, SR-BI HDL uptake -5, HTR5A inv ag 9, PvdQ acylase 5, dFosB act -12, CDK5 inh 0.3 and Wnt bcat act -3.
Screening COc1ccc(C(CNC(=O)c2ccc(NS(=O)(=O)c3ccccc3)cc2)N2CCOCC2)cc1 (centres undefined) returned NSD2 HMT inh 10, HTR5A ag 4, V-ATPase pHluor -2, MITF act 9, SR-BI HDL uptake -38, HTR5A inv ag 9, PvdQ acylase 1, dFosB act 2, CDK5 inh -1.2 and Wnt bcat act -5.
Screening OCCCN1c2ccccc2Nc2nnc(-c3ccccc3)cc21 returned NSD2 HMT inh 1, HTR5A ag -1, MITF act inconclusive, SR-BI HDL uptake 18, HTR5A inv ag -8, PvdQ acylase -16, dFosB act -14 and CDK5 inh 1.2.
For COCCn1nnnc1C(c1ccc(OC)cc1OC)N1CCN(c2ccccc2)CC1 (centres undefined) the results were NSD2 HMT inh -1, HTR5A ag 4, V-ATPase pHluor 3, MITF act 1, SR-BI HDL uptake -16, HTR5A inv ag 9, PvdQ acylase -16, dFosB act -7 and CDK5 inh -3.8.
CN(C(=O)C12CC3CC(CC(C3)C1)C2)C1(C)CCS(=O)(=O)C1 (centres undefined) was read as NSD2 HMT inh -1, HTR5A ag -6, V-ATPase pHluor -1, MITF act -6, SR-BI HDL uptake -12, HTR5A inv ag -25, PvdQ acylase 0, dFosB act 2 and CDK5 inh -1.8.
OCCCNCc1ccc(-c2ccccc2)cc1 was read as NSD2 HMT inh 5, HTR5A ag -2, V-ATPase pHluor 1, MITF act -2, SR-BI HDL uptake -20, HTR5A inv ag 3, PvdQ acylase -15, dFosB act 2, CDK5 inh 1.1 and Wnt bcat act 27.
For O=C(COc1ccc(Cl)cc1)NN=C1CCCCCCC1 the results were NSD2 HMT inh 0, HTR5A ag 6, V-ATPase pHluor -2, MITF act 1, SR-BI HDL uptake -3, HTR5A inv ag -22, PvdQ acylase -5, dFosB act -1, CDK5 inh -1.7 and Wnt bcat act -3.
Screening O=C(O)c1ccc(Cl)c(S(=O)(=O)Nc2ccc3cn[nH]c3c2)c1 returned NSD2 HMT inh 13, HTR5A ag 2, V-ATPase pHluor 0, MITF act -25, SR-BI HDL uptake -6, HTR5A inv ag 15, PvdQ acylase -4, dFosB act -3, CDK5 inh 0.4 and Wnt bcat act 1.
COCc1cc(C)nc(OCC(=O)N/N=C/c2ccco2)c1C#N was read as NSD2 HMT inh 17, HTR5A ag 7, V-ATPase pHluor -2, MITF act -1, SR-BI HDL uptake 13, HTR5A inv ag -9, PvdQ acylase -3, dFosB act -2 and CDK5 inh -1.9.
CCN(CC)S(=O)(=O)c1ccc(N2CCOCC2)c(NC(=O)COc2ccccc2C)c1 was read as NSD2 HMT inh 1, HTR5A ag -2, V-ATPase pHluor -3, MITF act -9, SR-BI HDL uptake 41, HTR5A inv ag 7, PvdQ acylase -11, dFosB act -8, CDK5 inh 1.0 and Wnt bcat act -1.
Screening CSCCC(NC(=O)c1ccc(Cl)cc1)C(=O)OCC(=O)c1ccc[nH]1 (centres undefined) returned NSD2 HMT inh -2, HTR5A ag 2, V-ATPase pHluor -2, MITF act -5, SR-BI HDL uptake 41, HTR5A inv ag 3, PvdQ acylase 3, dFosB act -10 and CDK5 inh -2.3.
For O=C(NCCSSCCNC(=O)c1ccccc1)c1ccccc1 the results were NSD2 HMT inh 0, HTR5A ag 4, V-ATPase pHluor -2, MITF act 2, SR-BI HDL uptake -2, HTR5A inv ag -16, PvdQ acylase 16, dFosB act -6, CDK5 inh -0.6 and Wnt bcat act -4.
For Cc1ccc2c(c1)N(C(=O)CCC(=O)NCCCN1CCOCC1)CCO2 the results were HTR5A ag 5, V-ATPase pHluor -5, MITF act -3, SR-BI HDL uptake -57, HTR5A inv ag -16, PvdQ acylase -6, dFosB act -1, CDK5 inh -0.5 and Wnt bcat act -2.
Screening CSc1ccc(/C=N\NC(=O)CC(=O)NC(C)C)cc1 returned NSD2 HMT inh -1, HTR5A ag -4, V-ATPase pHluor 1, MITF act -1, SR-BI HDL uptake -12, HTR5A inv ag 11, PvdQ acylase -3, dFosB act -1, CDK5 inh -0.6 and Wnt bcat act 3.
CC(=O)NC(CC(=O)Nc1nc(-c2ccc(N(C)S(C)(=O)=O)cc2)cs1)c1ccccc1 (centres undefined) was read as NSD2 HMT inh 5, HTR5A ag 7, V-ATPase pHluor -6, MITF act -20, SR-BI HDL uptake 40, HTR5A inv ag -4, PvdQ acylase -8, dFosB act -5, CDK5 inh -1.6 and Wnt bcat act 0.
`Cc1cccc(Cn2c(SCCN3CCCCC3)nc3c2c(=O)[nH]c(=O)n3C)c1` gave HTR5A ag -1, V-ATPase pHluor 0, SR-BI HDL uptake -18, HTR5A inv ag -2, PvdQ acylase 11, dFosB act -6, CDK5 inh -0.3 and Wnt bcat act 1.
For CC1CN(S(=O)(=O)c2ccc(NC(=O)c3ccco3)cc2)CC(C)O1 (centres undefined) the results were NSD2 HMT inh -1, HTR5A ag -2, V-ATPase pHluor 0, MITF act -2, SR-BI HDL uptake -21, HTR5A inv ag 5, PvdQ acylase -4, dFosB act 2, CDK5 inh 1.2 and Wnt bcat act -1.
`CC(=O)n1cc([C@H]2C=C(C(=O)N3CCN(Cc4ccccc4)CC3)O[C@@H](OCCCCO)C2)c2ccccc21` gave HTR5A ag -5, V-ATPase pHluor 3, MITF act -13, SR-BI HDL uptake -2, HTR5A inv ag -6, PvdQ acylase -14, dFosB act -17 and CDK5 inh 1.6.
Screening O=S(=O)(c1ccc(=S)[nH]c1)N1CCCC1 returned NSD2 HMT inh -3, HTR5A ag 2, V-ATPase pHluor -1, MITF act 9, SR-BI HDL uptake -4, HTR5A inv ag -8, PvdQ acylase -5, dFosB act 1, CDK5 inh -3.4 and Wnt bcat act 0.

High-throughput results from PubChem BioAssay.
